IL-2 act = qHTS of IL-2 Activators. IL-2 activation reporter assay, cell-based qHTS; stimulated with anti-CD3/CD4/CD28 beads; in transgenic mouse T cells. activation, % (series mostly up to about 46 µM). 360,000 compounds, 0.065% hits. AID 652025, 2013; in the data active = activation above about 50%; inconclusive = mostly about 30% to 49%; note: 0% is about no effect
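EGFP and DsRed fluorescence is measured by plate cytometry in unstimulated transgenic mouse T cells exposed to compound for 60 minutes, then stimulated 18 hours at 37 degrees C with anti-CD3/anti-CD4 beads plus anti-CD28.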
PI5P4Ka inh = qHTS for Inhibitors of phosphatidylinositol 5-phosphate 4-kinase (PI5P4K); Phosphatidylinositol 5-phosphate 4-kinase type-2 alpha (Homo sapiens), P48426; PI5P4Kalpha enzyme, ADP-Glo luminescence, 60 min; hits give low values; max response, %; 330,000 compounds, 1.2% hits; AID 652105, 2013; active = max response of -50% or lower; inconclusive = between -30% and -50%; inactive = -30% or higher; note: value at the top dose of about 77 µM; % is set by controls: 0 for no effect and ±100 for the full control effect
Target sequence (P48426 whole entry, looked up): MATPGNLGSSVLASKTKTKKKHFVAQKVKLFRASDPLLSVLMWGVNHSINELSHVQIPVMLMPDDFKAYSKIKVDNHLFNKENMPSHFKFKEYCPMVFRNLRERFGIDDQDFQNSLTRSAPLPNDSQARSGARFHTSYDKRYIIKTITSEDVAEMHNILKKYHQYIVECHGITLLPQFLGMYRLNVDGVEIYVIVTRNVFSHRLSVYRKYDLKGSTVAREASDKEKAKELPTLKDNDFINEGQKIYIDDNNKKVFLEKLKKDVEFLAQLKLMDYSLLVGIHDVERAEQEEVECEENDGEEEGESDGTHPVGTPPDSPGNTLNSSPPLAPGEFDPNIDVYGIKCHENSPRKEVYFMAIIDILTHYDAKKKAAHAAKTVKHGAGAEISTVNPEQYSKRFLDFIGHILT
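Enzyme plus substrate dispensed, test compounds pinned in, then ATP (5 microM final) added. After 60 min at RT, ADP-Glo reagent 1 for 45 min and reagent 2 for 30 min preceded luminescence imaging.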
WRN inhibitor = qHTS for Inhibitors of WRN Helicase. Bifunctional 3'-5' exonuclease/ATP-dependent helicase WRN (Homo sapiens), Q14191. WRN helicase unwinding, fluorescent forked duplex, kinetic. Potency, µM (top dose mostly 114 µM), for inactives: at the top dose activity change, negative = inhibition, actives largely listed as inhibitors. 360,000 compounds, 0.46% hits; note: potency is the fitted concentration of half-maximal effect; % is set by controls: 0 for no effect and ±100 for the full control effect; nearly all actives have a fitted effect of over 55% in size
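Enzyme (20 nM final) and test compound sit together 15 min at room temperature before substrate addition. Substrate is a single-forked duplex oligonucleotide (100 nM) labelled with fluorophore and quencher, with 2 mM ATP; helicase unwinding raises red fluorescence, read kinetically.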
PLK1 PBD block = qHTS for Inhibitors of PLK1-PDB (polo-like kinase 1 - polo-box domain): Primary Screen | Potency, µM, for inactives: max response, negative = inhibition, hits mostly inhibitors | Serine/threonine-protein kinase PLK1 (Homo sapiens), P53350 | 360,000 compounds, 2.8% hits | Plk1 PBD binding of FITC phosphopeptide, fluorescence polarization; note: potency is the fitted concentration of half-maximal effect; series mostly up to about 57 µM; % is set by controls: 0 for no effect and ±100 for the full control effect; nearly all actives have a fitted effect of over 65% in size
D3 ag = qHTS of D3 Dopamine Receptor Agonist: qHTS. D(3) dopamine receptor (Homo sapiens), P35462. D3R DiscoveRx beta-arrestin cells, luminescence, 90 min. max activation, %. 410,000 compounds, 0.58% hits. AID 652048, 2013; in the data active = max activation above about 30%; note: 0% is about no effect; mostly tested at two doses, the higher about 12 µM
Target sequence (P35462 whole entry, looked up): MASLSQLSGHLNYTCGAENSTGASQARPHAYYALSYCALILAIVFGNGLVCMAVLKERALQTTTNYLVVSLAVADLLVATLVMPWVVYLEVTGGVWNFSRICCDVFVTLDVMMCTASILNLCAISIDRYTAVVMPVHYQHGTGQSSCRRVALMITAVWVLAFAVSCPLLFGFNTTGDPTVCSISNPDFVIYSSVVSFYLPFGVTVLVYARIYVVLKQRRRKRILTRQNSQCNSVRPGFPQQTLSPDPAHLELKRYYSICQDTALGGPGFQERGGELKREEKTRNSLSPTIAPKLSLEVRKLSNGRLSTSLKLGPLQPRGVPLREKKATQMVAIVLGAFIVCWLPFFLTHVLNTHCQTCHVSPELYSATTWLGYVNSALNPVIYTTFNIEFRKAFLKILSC
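Cells at 1500/well, incubated overnight, then treated with pinned compounds (dopamine as control) for 90 min at 37 degrees C. DiscoveRx reagent added for 30 - 60 minutes at room temperature; luminescence read.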
GLP1R cytotox = qHTS of GLP-1 Receptor Inverse Agonists: Cytotox Screen; HEK293 cAMP-luciferase reporter cells, luminescence, 24 h; 410,000 compounds, 0.13% hits; Potency, µM (doses to about 38.3 µM), for the others: top-dose activity change, negative = inhibition, most hits filed as inhibitors; AID 624418, 2012;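 note: loss of luciferase light is scored as toxicity; potency is the fitted concentration of half-maximal effect; % is set by controls: 0 for no effect and ±100 for the full control effect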
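1536-well qHTS counterscreen of the MLSMR; 200 cells/uL, 12 h pre-incubation, 23 nL cpd, 24 h at 37 deg C 5% CO2, luciferase detection reagent, 12 min RT, luminescence. Inhibition = undesired.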
D3 antag = qHTS of D3 Dopamine Receptor Antagonist: qHTS | D(3) dopamine receptor (Homo sapiens), P35462 | D3R cells, DiscoveRx beta-arrestin luminescence, antagonist mode; hits give low values | max response, negative = inhibition, % | 360,000 compounds, 2.5% hits; in the data active = max response below about -50%; inconclusive = no clear call, values can overlap the other calls; note: % is set by controls: 0 for no effect and ±100 for the full control effect; mostly tested at two doses, the higher about 12 µM
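Cells expressing the human receptor were seeded at 1500 cells/well, incubated overnight at 37 degrees C in 5% CO2, then exposed to library compounds with dopamine controls for 90 minutes at 37 degrees C before luminescent detection.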
GLP1R inv ag = qHTS of GLP-1 Receptor Inverse Agonists (Inhibition Mode) | 410,000 compounds, 1.6% hits | Potency, µM (top dose mostly 38.3 µM), inactives show at the highest dose activity change, negative = inhibition, actives largely listed as inhibitors | HEK293 GLP-1R CRE-luciferase, luminescence, 24 h; GLP-1R form is constitutively active | Glucagon-like peptide 1 receptor (Homo sapiens), P43220; note: potency is the fitted concentration of half-maximal effect; % is set by controls: 0 for no effect and ±100 for the full control effect; nearly all actives have a fitted effect of over 55% in size
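Seeding at 200 cells/uL, 12 h culture, 24 hr compound treatment, then luciferase reagent and a luminescence read; cells are HEK293 stably expressing a constitutively active GLP-1R plus cAMP-responsive luciferase.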
GLP-1R agonist = qHTS of GLP-1 Receptor Agonists. AID 624172, 2012. Potency, µM (top dose mostly 45.6 µM), for inactives: at the highest dose activation, usual class: activators. 380,000 compounds, 0.007% hits. Glucagon-like peptide 1 receptor (Homo sapiens), P43220. HEK293 GLP-1R CRE-luciferase, luminescence, 4-6 h; cells express a hypersensitive GLP-1R form; note: potency is the fitted concentration of half-maximal effect; % of control where 0% means no effect
* hit, by the source's call; ? = inconclusive; . = no result given; & = joins results of further samples; [ ] = dose if it differs, or a comment. Unless noted, calls come from the whole dose curve; as a rule, active = well fitted curve in the direction sought with a large enough effect; inconclusive = small, poorly fitted or top-dose-only effect, or another doubt; inactive = no such curve, though single readings can be large; an effect the other way counts as inactive or inconclusive. No enrichment for hits. About 7.8% of those tested had a hit in this group.

SMILES	IL-2 act	PI5P4Ka inh	WRN inhibitor	PLK1 PBD block	D3 ag	GLP1R cytotox	D3 antag	GLP1R inv ag	GLP-1R agonist
CCCCn1c(N)c(N(CC)C(=O)c2cccc(S(=O)(=O)N3CCCc4ccccc43)c2)c(=O)[nH]c1=O	-4.3	0	-9%	1%	-8	-9%	-2	11%	-2%
CCCCc1nc2cc(C(=O)NCCc3cnn(C)c3)ccc2o1	-2.8	3	?	-7%	-17	-2%	-9	8%	9%
Cc1cc(F)ccc1-n1nnc(C(N)=O)c1C	.	.	.	.	5	-2%	.	9%	1%
CCCCN(C(=O)CSc1nc(CCC)cc(=O)[nH]1)c1c(N)n(Cc2ccccc2)c(=O)[nH]c1=O	0.2	1	-1%	-11%	-10	1%	-9	-19%	7%
CN(C)C(CNC(=O)Cc1cccc(C(F)(F)F)c1)c1ccccc1 (configuration not stated)	0.5	20	-12%	-1%	-11	-14%	-3	?	3%
Cc1cccc(NS(=O)(=O)c2ccc(C(=O)NCCCN3CCCC3=O)cc2)c1C	-5.3	5	1%	-3%	6	-7%	-3	-11%	4%
CN1CCN(c2ccc(S(=O)(=O)N3CCCCC3)cc2NC(=O)Cc2ccc(Cl)cc2)CC1	0.7	10	-5%	-5%	-21	-6%	?	?	9%
O=S(=O)(NC1CC1)c1ccc(S(=O)(=O)N2CCCC(c3nc(-c4cccnc4)no3)C2)cc1 (configuration not stated)	-0.1	5	2%	?	7	-17%	7	-3%	1%
Cc1ccc(C(c2sc3ncnn3c2O)N2CCCCC2)cc1 (configuration not stated)	-2.2	1	5%	-14%	-5	-4%	-25	25%	-1%
CC(=O)c1cccc(NC(=S)N2CCN(c3ccccn3)CC2)c1	-1.8	-1	-19%	-11%	1	14%	4	-10%	-8%
CCOC(=O)N1CCN(c2c(NCc3ccccc3Cl)c(=O)c2=O)CC1	0.4	1	2%	-6%	2	-28%	-1	?	-1%
COCCNC(=S)N1CCN(C(c2ccccc2)c2ccccc2)CC1	0.8	2	-2%	3%	9	3%	3	?	14%
C#CCCOC(=O)N1C2=NC(C(=O)OC)=C(C(=O)OC)[C@@H]3N(CC=C)c4ccccc4[C@]23C[C@H]1C(=O)OC	-0.2	-3	-4%	-6%	8	-18%	3	-10%	-3%
CC(=O)c1cccc(NC(=O)Nc2ccccc2)c1	-0.4	10	0%	-1%	-4	3%	-7	5%	3%
O=C(Nc1cccc(-c2cccc(Cl)c2)c1)C1CCN(CC2CCOC2)CC1 (configuration not stated)	-1.7	-7	13%	-5%	4	?	-15	?	1%
Cc1ccc(S(=O)(=O)N2C(=O)C(c3ccccc3)SC2=Nc2ccccc2)cc1 (configuration not stated)	0.8	-23	-6%	9.5µM*	11	-3%	5	13%	-11%
CCC(C)NC(=O)c1ccc2nc(-c3ccc(OC)c(OC)c3)c(-c3ccc(OC)c(OC)c3)nc2c1 (configuration not stated)	-4.8	4	-2%[57.1 µM]	-8%	-2	4%	38	-1%	0%
CCN(C(=O)COC(=O)/C=C/c1ccco1)C1CCCCC1	-5.1	?	?	-22%	-8	-5%	-13	3%	3%
Cc1cc(C)c(S(=O)(=O)c2ccc(Cl)cc2C)c(Cl)n1	-3.5	-3	-23%[57.1 µM]	-5%	-5	14%	0	-28%	9%
O=c1c2sc3ccccc3c2n(Cc2cccc(F)c2)c(=O)n1CCc1ccccc1	.	.	.	.	0	-2%	.	33%[activator]	0%
COCC(=O)N(CCc1ccc(OC)cc1)Cc1nc2ccccc2c(=O)[nH]1	-0.1	6	-7%	-9%	6	-18%	10	1%	-9%
CN(Cc1cn(C)nc1-c1ccccc1F)CC1CCN(Cc2ccccc2)CC1	-1.5	6	9%	-10%	-7	-22%	-15	?	0%
c1coc(CNc2nc3sc4c(c3c3ncnn23)CCCC4)c1	0.8	12	-5%	-17%	5	11%	-5	32%[activator]	25%
C=C[C@@H]1c2ccccc2N(S(=O)(=O)c2ccc(C)cc2)[C@H](c2ccccc2C(F)(F)F)C1(C#N)C#N	0.1	0	2%	-4%	2	-26%	6	-15%	4%
CC(C)CC[n+]1ccccc1/C=C/c1ccc(N(C)C)cc1	20	-2	-31%	30%	3	-3%	-26	?	3%
COc1ccc(C(=O)COc2ccc(C(C)=O)cc2OC)cc1OC	0.4	-1	3%	5%	2	-3%	3	12%	5%
CC(C(=O)N1CC2(C)CC1CC(C)(C)C2)N1C(=O)c2ccccc2C1=O (configuration not stated)	2.0	-8	4%	-10%	3	-9%	41	-14%	-1%
Cc1ccc(NC(=O)C2CCN(S(=O)(=O)c3c(C)n[nH]c3C)CC2)nc1	-2.3	-5	-37%[57.1 µM]	-8%	-3	12%	7	6%	7%
O=C(OCCN=C1NS(=O)(=O)c2ccccc21)c1cccs1	1.0	1	1%	-6%	-7	-4%	-8	3%	7%
O=C(Cn1ncc2c1-c1ccccc1OC2)N(Cc1ccco1)C1CCCCC1	-2.3	?	-8%	-9%	1	0%	6	?	11%
O=c1c2ccccc2nc(/C=C/c2cccc([N+](=O)[O-])c2)n1CCO	0.7	1	10%	-18%	-15	3%	-12	1%	11%
CN(C)S(=O)(=O)c1cccc(COC(=O)CN2C(=O)NC3(CCCC3)C2=O)c1	-1.3	0	8%	-9%	-1	15%	-10	10%	8%
CCc1nnc(NC(=O)C(c2ccccc2)c2ccccc2)s1	-0.9	2	-32%	-7%	-7	7%	3	-40%	6%
O=C(c1cc2nc(-c3ccccc3)cc(C(F)(F)F)n2n1)N1CCOCC1	-1.5	.	8%	-5%	5	-3%	25	57%[activator]	-2%
Brc1ccccc1OCCCN1CCCCCC1	-3.3	1	-6%	0%	-24	?	-82*	?	-5%
CCC(=O)N1CCc2cc(S(=O)(=O)CCC(=O)NCc3ccc(OC)cc3)ccc21	-1.7	-9	2%	-15%	4&-1	4%&5%	-7	5%&6%	0%&3%
O=C(Nc1ccc(C(F)(F)F)cc1)c1ccccc1	-0.8	0	-15%	-5%	-4	-4%	-20	10%	-2%
COc1ccccc1C(CNC(=O)CCNS(=O)(=O)c1ccc(Br)cc1)N1CCCC1 (configuration not stated)	-3.2	4	-14%	-7%	-18	-14%	-6	10µM*	8%
CCCCn1c(SCC(=O)N2CCCCC2C)nc2cc(S(N)(=O)=O)ccc21 (configuration not stated)	0.4	3	-2%	-4%	-5	-11%	-9	-4%	22%
CCC(=O)N1CCN(c2ccc(NC(=S)NC(=O)COc3ccccc3)cc2)CC1	-0.6	0	-6%	-3%	1	-16%	0	-2%	-2%
CS(=O)(=O)N(CC(=O)N1CCN(c2ccccc2)CC1)Cc1ccc(Cl)cc1	2.0	.	-4%	-13%	8	-27%	8	?	-2%
O=S(=O)(CCc1ccccc1)CS(=O)(=O)CCc1ccccc1	-0.1	1	-2%	-15%	-5	1%	-4	-15%	9%
CCCNC(=O)C1(C)CCCN(CCC(=O)c2ccccc2)C1 (configuration not stated)	-0.6	-2	-7%	?	7	0%	0	18%	-1%
Cc1ccccc1NC(=O)COc1ccc2oc3c(c2c1)CCCC3	.	.	.	.	-1	27%	.	16%	-4%
CCn1c2ccccc2c2nnc(SCC(N)=O)nc21	0.0	.	-12%	2%	13	-9%	-24	25%	13%
Cc1cc(NC(=O)c2cc(-c3cccnc3)nc3c(C)c(C)ccc23)no1	-0.3	-4	?	-11%	-11	-20%	-4	35%[activator]	3%
Cc1cc(C)c(C#N)c(SCc2ccccc2[N+](=O)[O-])n1	0.8	-1	2%	?	-3	4%	-24	0%	14%
COCCN(C(=O)COC(=O)CCOc1cc(C)ccc1C)c1c(N)n(Cc2ccccc2)c(=O)[nH]c1=O	0.3	2	-8%	-6%	-2	-21%	-23	-14%	-18%
CCOc1ccc(CNC(=O)C2CCN(C(=O)N3CC(C)Oc4ccccc43)CC2)cc1 (configuration not stated)	-0.5	4	-6%	-3%	0	0%	13	?	7%
Cc1ccccc1Cn1c(=O)n(CCc2ccccc2)c(=O)c2sc3ccccc3c21	.	.	.	.	21	21%	.	1%	1%
Cc1ccc(CN2CCN(Cc3cc(=O)c4ccccc4[nH]3)CC2CCO)o1 (configuration not stated)	0.6	-2	14%	-6%	-29	-7%	-21	0%	5%
CCOC(=O)NC(=O)CSc1ccc2ccccc2n1	-0.2	0	3%	-5%	0	-6%	10	3%	15%
O=[N+]([O-])c1cccc(/C=N/NC2=NCCCCC2)c1	0.2	-7	-5%	-8%	-14	4%	?	7%	-1%
O=C(NCC(=O)N1CCCCCC1)c1ccc(OC(F)F)cc1	-2.6	0	-1%	-15%	-13	-10%	?	13%	-1%
Cc1ccc(OCC(=O)NNC(=O)c2cccnc2)cc1	0.4	.	-3%	4%	0	2%	-13	0%	2%
COc1ccc(CCC(=O)OC(C)C(=O)c2ccc(C)cc2)cc1 (configuration not stated)	0.6	3	-8%	-3%	4	8%	-19	17%	2%
CC1=C(C(=O)OCC2CCCO2)C(c2ccc(O)cc2)NC(=O)N1 (configuration not stated)	-1.0	.	12%	-6%	0	4%	15	8%	-2%

2 entries from above, with two lines to a compound:
Order of results: IL-2 act, PI5P4Ka inh, WRN inhibitor, PLK1 PBD block, D3 ag, GLP1R cytotox, D3 antag, GLP1R inv ag, GLP-1R agonist
Cc1ccc(OCC(=O)NNC(=O)c2cccnc2)cc1
    0.4, ., -3%, 4%, 0, 2%, -13, 0%, 2%
COc1ccc(CCC(=O)OC(C)C(=O)c2ccc(C)cc2)cc1 (configuration not stated)
    0.6, 3, -8%, -3%, 4, 8%, -19, 17%, 2%
